Assay outcomes: PubChem BioAssay, The Scripps Research Institute Molecular Screening Center
GBA activity up: increases beta-glucosidase activity in Gaucher fibroblasts. activation, % at 10 µM. L444P Gaucher fibroblasts, 4-MU-glucoside fluorescence, 3 days. hit rate 0.44% among 30,000. AID 784. P04062; in the data active = activation above about 65%;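 also: 0% = vehicle wells and 100% = positive control wells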
Target sequence (P04062 whole entry L483P): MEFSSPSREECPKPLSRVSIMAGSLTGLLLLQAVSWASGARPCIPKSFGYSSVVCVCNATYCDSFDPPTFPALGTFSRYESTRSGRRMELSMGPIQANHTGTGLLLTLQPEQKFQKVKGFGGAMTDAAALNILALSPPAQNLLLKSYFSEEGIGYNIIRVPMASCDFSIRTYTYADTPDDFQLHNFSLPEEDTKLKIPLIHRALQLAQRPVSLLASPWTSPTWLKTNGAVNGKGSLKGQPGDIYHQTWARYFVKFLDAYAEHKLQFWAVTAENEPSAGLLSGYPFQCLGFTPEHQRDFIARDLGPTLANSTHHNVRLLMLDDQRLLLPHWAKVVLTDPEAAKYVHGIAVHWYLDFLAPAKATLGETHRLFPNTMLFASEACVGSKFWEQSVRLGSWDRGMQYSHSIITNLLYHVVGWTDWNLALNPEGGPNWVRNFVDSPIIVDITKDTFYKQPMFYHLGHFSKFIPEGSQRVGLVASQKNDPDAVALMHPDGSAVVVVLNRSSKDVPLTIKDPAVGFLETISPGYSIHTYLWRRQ
* hit, by the source's call. Some of the compounds tested; rates above refer to the full screens.

SMILES | GBA activity up
COc1cc(-c2nc3n(n2)C(c2ccc(F)cc2)C2=C(CCCC2=O)N3)cc(OC)c1OC (stereo unspecified) | -2
O=C(COC(=O)c1n[nH]c2ccccc12)Nc1ccc(S(=O)(=O)N2CCCC2)cc1 | 4
OC(CN1CCCCC1)Cn1c(C(F)(F)F)nc2ccccc21 (stereo unspecified) | -3
Cc1ccc(CNC(=O)CCCNC(=O)c2ccc(Cl)cc2)n1C | 0
Cc1ccc(C)c(N2CCN(Cc3nnnn3C3CCCCC3)CC2)c1 | -46
CCc1ccc(NC(=O)c2cc(-c3ccc(OC)cc3)on2)cc1 | -74
COc1cccc2sc(=NC(=O)c3ccc(S(=O)(=O)N4CCOCC4)cc3)n(C)c12 | -12
COc1ccc(-c2ccc(Nc3ccc(S(=O)(=O)N4CCCC4)cc3)nn2)cc1OC | 0
CCN(CCCNC(=O)c1c(C)cc(=O)oc1C)c1ccccc1 | -47
COc1ccc(NC(=O)CN2CCN(CC(=O)Nc3cc(OC)cc(OC)c3)CC2)cc1 | -46
COCCN1Cc2cccc(C(=O)Nc3ccc(C)c(C)c3)c2C1=O | 14
CCCc1cc(=O)[nH]c(Nc2ccc(OC)c(Cl)c2)n1 | -25
CO[C@@]1(NC(=O)CSCC#N)C(=O)N2C(C(=O)O)=C(CSc3nnnn3C)CS[C@@H]21 | -24
COc1ccc(C(CC(=O)O)NC(=O)c2ccccc2)cc1OC (stereo unspecified) | 15
CCC(C)NC(=O)C1c2ccccc2C(=O)N1Cc1ccccc1OC (stereo unspecified) | -3
CCNc1nc(NC(C)C)nc(N(C#N)CCOc2ccc(Cl)cc2Cl)n1 | 38
N=c1sccn1CC(=O)Nc1ccc2c(c1)CCC2 | -11
CN(c1ccc(C(=O)NCCC2=CCCCC2)cc1)S(C)(=O)=O | -26
Cc1cc(=O)n2nc(N3CCCC(C(=O)NCc4ccco4)C3)sc2n1 (stereo unspecified) | -10
COc1ccc(-c2ccc(-c3nnn(CC(C)=O)n3)cc2)cc1 | -30
c1cnc(N2CCN(Cc3c[nH]c4ccccc34)CC2)nc1 | 8
CCOc1ccccc1C(=O)NCCC(=O)O | 4
O=C(COc1ccccc1)N1CCN(c2nnc(-c3ccccc3)c3ccccc23)CC1 | -14
CCN(CC)S(=O)(=O)c1cccc(C(=O)Nc2cccnc2)c1 | -1
Cc1ccc(S(=O)(=O)CC(C)N2CCOCC2)c(S(=O)(=O)CC(C)N2CCOCC2)c1 (stereo unspecified) | -15
O=C(C1CC1)N1CCc2cc(S(=O)(=O)N(CCO)Cc3ccccc3)ccc21 | -11
CN(C)CCNc1oc(COc2cccc(Cl)c2)nc1C#N | -2
N#Cc1ccc(COC(=O)CSc2nnc(C3CCCCC3)n2N)cc1 | 47
CSc1nsc(SC)c1NC(=O)Nc1ccccn1 | -34
COc1ccc(C(=O)OCn2nnc3ccccc3c2=O)cc1OC | -10
O=c1[nH]c2sc3c(c2c2nncn12)CCCC3 | -16
CC1CC(C)CN(CCCNC(=O)c2ccc3c(c2)NC(=O)C(N2CCCCC2)S3)C1 (stereo unspecified) | -9
COCc1cc(C)nc2sc3c(=O)oc(C)nc3c12 | 1
COC(=O)CN(Cc1ccco1)S(=O)(=O)c1ccccc1 | 2
CCCc1nnc(NC(=O)c2cccc(OC)c2)s1 | 60
CCn1c(SCC(=O)C(C)(C)C)nnc1-c1cccnc1 | -6

Some values from the entries so far:
Entry of N#Cc1ccc(COC(=O)CSc2nnc(C3CCCCC3)n2N)cc1 in GBA activity up: 47
Entry of O=C(C1CC1)N1CCc2cc(S(=O)(=O)N(CCO)Cc3ccccc3)ccc21 in GBA activity up: -11

Later entries.
SMILES | GBA activity up
CCN(CCCNC(=O)C1CCC(=O)N1Cc1ccc(F)cc1)c1cccc(C)c1 (stereo unspecified) | -12
O=C(NCCCn1ccnc1)c1cn(Cc2ccc(F)cc2)nn1 | -13
CC1=Nc2ccccc2N=C(NC(=O)CSc2nnnn2-c2ccccc2)C1c1ccccc1 (stereo unspecified) | 4
CCc1c(C(=O)N2CCOCC2)csc1C | -3
CCC(=O)Nc1ccc(C(=O)c2ccccc2)cc1 | -16
CC1=CC(=C2C(=O)c3ccccc3C2=O)C=C(C)N1Cc1ccco1 | -3
Cc1c(CNCc2cccs2)c(C(=O)O)c(C)n1Cc1ccccc1 | 19
COc1cccc(OC)c1NC(=O)Cc1nn(C)c(=O)c2ccccc12 | 8
CCCCCCCC(=O)OCC(=O)[C@@]1(O)CC[C@H]2[C@@H]3CCC4=CC(=O)CC[C@]4(C)[C@H]3[C@@H](O)C[C@@]21C | -15
CCOC(=O)c1ccc(N2C(=O)c3n[nH]c(C)c3C2c2ccc(OC)cc2)cc1 (stereo unspecified) | -20
O=C(c1ccco1)c1cn[nH]c1-c1ccc(Cl)cc1O | -65
CC1CN(C(=O)c2cc3cc(Cl)cc(Cl)c3oc2=O)CC(C)O1 (stereo unspecified) | -12
COc1ccc(Cn2c3nc4ccccc4nc3c3c(=O)n(Cc4ccco4)c(C)nc32)cc1 | -39
COC(=O)NCC(C)OC(=O)Nc1cccc(Cl)c1 (stereo unspecified) | -20
COC(=O)c1ccc(CSc2nc3c(cnn3-c3ccc(Cl)cc3)c(=O)[nH]2)o1 | 6
CC1=C(C(=O)Nc2ccccc2)C(c2ccco2)C(C#N)=C(SCC(=O)Nc2cccc(C)c2C)N1 (stereo unspecified) | -29
Cc1ccc(-c2nn3c(C)nnc3s2)cc1NC(=O)c1cccs1 | -31
CCc1c(C)nc2c(C#N)c[nH]n2c1=O | -4
COc1ccc(OC)c(NC(=O)CCNS(=O)(=O)c2cccs2)c1 | -2
Cc1cccc(CC2CC(=O)N(c3ccccc3)C2=O)c1 (stereo unspecified) | 4
Cc1ccc2[nH]c(=O)c(N3CCOCC3)c(-c3ccccc3)c2c1 | -25
Cc1ccc(N(C(=O)CNC(=O)c2ccco2)C(C(=O)NC2CCCC2)c2cccnc2)cc1C (stereo unspecified) | -18
CCCC1(C(=O)OC)NC(c2cccc(F)c2)C2C(=O)N(CC)C(=O)C21 (stereo unspecified) | -22
O=C(CC1Nc2ccccc2NC1=O)NCCCN1CCCCCC1 (stereo unspecified) | 26
O=C(CSc1n[nH]c(=O)n1C1CC1)Nc1cc(Cl)ccc1Oc1ccccc1 | 10
COC(=O)c1sccc1NC(=O)c1ccc(Cl)s1 | -8
CC(Oc1ccc2c(-c3ccccc3)cc(=O)oc2c1)C(=O)O (stereo unspecified) | 0
O=C(CSc1nnc(CNc2ccc(F)cc2)o1)N1CCN(C(=O)c2ccco2)CC1 | -21
O=C(O)c1ccc2c(c1)ncn2C1CCCCCC1 | -27
O=c1c2c3nc4ccccc4nc3n(CCN3CCOCC3)c2ncn1CCN1CCOCC1 | 6
CC1=C(C)CS(=O)N(c2ccc(S(N)(=O)=O)cc2)C1 (stereo unspecified) | -73
Cc1ccc(S(=O)(=O)C(C#N)c2nc3ccccc3nc2N2CCCC2)cc1C (stereo unspecified) | 13
COC(=O)CSc1nnc(-c2cccnc2)n1-c1cccc(OC)c1 | -9
O=C(c1ccc(Cl)cc1)C1CCN(C(=O)NC2CCCCC2)CC1 | -7
CC(C)(C)NC(=O)COC(=O)c1ccc(S(=O)(=O)N2CCCCCC2)cc1 | 14
CN(Cc1nc2ccccc2n1C)S(C)(=O)=O | -1
O=C(COc1ncnc2ccccc12)c1ccc2c(c1)OCCO2 | 16
CC(C)Oc1ccc(C2C(C(=O)c3ccco3)=C(O)C(=O)N2CCCN(C)C)cc1 (stereo unspecified) | 3
O=C(O)c1cccc(Nc2nc(N3CCOCC3)nc(N3CCOCC3)n2)c1 | -14
Cn1c(CSc2nc3ccccc3s2)nnc1SCC(=O)NCCN1CCOCC1 | -11
Cc1ccc2c(c1)CC1(CN2C)C(=O)OC2(CCCCC2)OC1=O | -4
O=C(Cn1cnc2c(nnn2-c2ccc(F)cc2)c1=O)NCc1ccco1 | -11
CCC(=O)c1ccc(N2CCN(C(=O)c3ccc(Br)cc3)CC2)c(F)c1 | -21
O=C(Nc1ccc2c(c1)nc1n2CCOC1)c1ccco1 | -3
O=C(O)CSCCc1ccccn1 | -13
COc1ccc(-c2cc(C(F)(F)F)nc(N3CCN(c4ccccc4)CC3)n2)cc1OC | -50
CCOC(=O)C(C)Sc1nnc2n1C(C)(C)Cc1ccccc1-2 (stereo unspecified) | -15
N#CCSc1nc2ccccc2c(=O)n1CCC(=O)NCCc1ccccc1 | -52
COc1cc(Cl)c(C)cc1NC(=O)COc1cc(C)nc(C(C)C)n1 | 0
COc1cc(NC(=O)c2cc3nc(C)cc(C)n3n2)c(OC)cc1Cl | -10
C=CCc1ccccc1OCCCCN1CCCC1 | 9
O=C(Cc1c(F)cccc1Cl)N1CCN(C(=O)c2ccco2)CC1 | -21
Cc1ccc(C(C)C)c(OCc2ccc(-c3nnco3)cc2)c1 | -3
CN(C)C(=O)C1(c2ccccc2)CCN(S(=O)(=O)c2ccccc2)CC1 | -22
COc1ccc(OC)c(C2CC(=O)C3=C(C2)NC(=O)CC3c2ccc(O)c(OC)c2)c1 (stereo unspecified) | -46
COc1cccc(-c2nnc(SCC(=O)Nc3ccc(S(N)(=O)=O)cc3)n2C)c1 | 2
COc1ccc(NC2=Nc3ccccc3CC2)cc1 | 11
CN(C)S(=O)(=O)Nc1ccc2c(c1)Cc1ccccc1-2 | -9
CCCCNC(=O)NS(=O)(=O)c1ccc(C(=O)OC)o1 | -15
COCCCN1C(=O)c2[nH]nc(-c3ccccc3O)c2C1c1ccc(Cl)cc1 (stereo unspecified) | 4
(cont.)
SMILES | GBA activity up
Cc1ccc(NC(=O)Cn2cccc2)c(Br)c1 | 20
O=C(CSc1nnc(-c2ccccc2Br)o1)N1CCc2ccccc2C1 | -6
Cn1c(=O)oc2cc(S(=O)(=O)NCCC(=O)NC3CCCC3)ccc21 | -2
COC(=O)C1C(=O)C2=C(CC1C)NC(C)=C(C(=O)OCc1ccc(OC)cc1)C2c1ccc(C)o1 (stereo unspecified) | -4
Cc1c(C)c2ccc(OCC(=O)N(C)C)c(C)c2oc1=O | -29
CCOC(=O)N1CCN(C(=O)c2sc3nc(-c4ccc(F)cc4)cn3c2C)CC1 | 10
COc1ccc(OCc2nnc(SCC(N)=O)n2-c2ccccc2OC)cc1 | -6
COc1ccc(-c2nc(C#N)c(NCC3CCCO3)o2)cc1OC (stereo unspecified) | -52
COc1cc(-c2nnc(SCC(=O)c3ccc(C)cc3)o2)cc(OC)c1OC | -6
O=C(Nc1ccc(Br)c(Cl)c1)c1ccco1 | 2
N#Cc1c(N)nc2c(c1-c1ccncc1)CCCCCC2 | -36
CCOCCCNC(=O)c1[nH]c(C)c(C(C)=O)c1C | 10
CCOc1ccc(C(=O)OCn2nnc3ccccc3c2=O)cc1OC | -2
Cc1cc(C)n(C(=O)CNc2cccc(Cl)c2C)n1 | 18
Cc1cc(NC(=O)C2CC(=O)OC2c2ccccc2)no1 (stereo unspecified) | -45
O=C(Cc1c(C(=O)O)[nH]c2ccccc12)NCCN1CCN(c2ccccc2F)CC1 | -3
O=C(CSc1nnc2sc3ccccc3n12)N1CCN(c2ccccc2)CC1 | -7
O=C(O)CSC(NC(=O)c1cccnc1)(C(F)(F)F)C(F)(F)F | 1
Cc1ccc(CN(C)CCc2ccccn2)cc1 | 16
Cc1ccc(Nc2nc(N)nc(CN3CCN(Cc4ccc5c(c4)OCO5)CC3)n2)c(C)c1 | -11
CCSc1nnc(NC(=O)c2ccccn2)s1 | -44
CCOC(=O)N1CCN(C(=O)CSCC(=O)Nc2nc(-c3ccc(OC)cc3)cs2)CC1 | -9
CCOc1cc(C(=O)OCC(=O)NCc2ccco2)cc(OCC)c1OCC | 11
CCN1C(=O)c2cccc3c(NC(=O)c4ccc(S(=O)(=O)N5CCOCC5)cc4)ccc1c23 | 15
CCC(C)c1ccc2oc(-c3ccc(NC(=O)c4ncn[nH]4)cc3)nc2c1 (stereo unspecified) | 20
Cn1c(=O)oc2ccc(C(=O)CSc3nnnn3-c3ccccc3)cc21 | 10
CCOc1ccc(OCC)c(NC(=O)CN(c2ccc(C)cc2)S(=O)(=O)c2c(C)noc2C)c1 | 5
CCCc1[nH]nc2c1C(c1cccc(OC(=O)c3ccco3)c1)C(C#N)=C(N)O2 (stereo unspecified) | 9
CC(C)CCn1c(=O)c2ccccc2n2c(CN(C)Cc3ccccc3)nnc12 | 8
O=C(COc1ccc(S(=O)(=O)NC2CCCC2)cc1)N1CCCCCC1 | 2
CC1=CCC2C(=O)N(c3nc(C)cc(C)n3)C(=O)C2C1 (stereo unspecified) | 1
CN1CCN(c2oc(-c3cccs3)nc2S(=O)(=O)c2ccccc2)CC1 | 0
COc1cccc(C(=O)N2CCN(C3CCC(c4ccccc4)CC3)CC2)c1 (stereo unspecified) | -30
O=C(c1ccc(NS(=O)(=O)c2ccccc2)cc1)N1CCN(Cc2ccc3c(c2)OCO3)CC1 | -16
CCOC(=O)c1sc(NC(=O)CSc2ncn(-c3ccccc3)n2)nc1C | -15
O=C(O)c1ccccc1C(=O)N1CC=C(c2ccccc2)CC1 | -3
COc1ccccc1NC(=O)c1ccccc1NS(C)(=O)=O | -29

Gathered by group: the compounds so far with two or more sulfur atoms (15)
SMILES | GBA activity up
COc1cccc2sc(=NC(=O)c3ccc(S(=O)(=O)N4CCOCC4)cc3)n(C)c12 | -12
CO[C@@]1(NC(=O)CSCC#N)C(=O)N2C(C(=O)O)=C(CSc3nnnn3C)CS[C@@H]21 | -24
Cc1ccc(S(=O)(=O)CC(C)N2CCOCC2)c(S(=O)(=O)CC(C)N2CCOCC2)c1 (stereo unspecified) | -15
CSc1nsc(SC)c1NC(=O)Nc1ccccn1 | -34
Cc1ccc(-c2nn3c(C)nnc3s2)cc1NC(=O)c1cccs1 | -31
COc1ccc(OC)c(NC(=O)CCNS(=O)(=O)c2cccs2)c1 | -2
COC(=O)c1sccc1NC(=O)c1ccc(Cl)s1 | -8
CC1=C(C)CS(=O)N(c2ccc(S(N)(=O)=O)cc2)C1 (stereo unspecified) | -73
Cn1c(CSc2nc3ccccc3s2)nnc1SCC(=O)NCCN1CCOCC1 | -11
COc1cccc(-c2nnc(SCC(=O)Nc3ccc(S(N)(=O)=O)cc3)n2C)c1 | 2
O=C(CSc1nnc2sc3ccccc3n12)N1CCN(c2ccccc2)CC1 | -7
CCSc1nnc(NC(=O)c2ccccn2)s1 | -44
CCOC(=O)N1CCN(C(=O)CSCC(=O)Nc2nc(-c3ccc(OC)cc3)cs2)CC1 | -9
CN1CCN(c2oc(-c3cccs3)nc2S(=O)(=O)c2ccccc2)CC1 | 0
CCOC(=O)c1sc(NC(=O)CSc2ncn(-c3ccccc3)n2)nc1C | -15
